TPT1 inh: Candida albicans TPT1 enzyme inhibitors, primary screen, biochemical, fluorescence polarization | inhibition, % at 5 µM | actives 0.81% (n = 300,000) | recombinant caTPT1, FP RNA substrate dephosphorylation | AID 1962, 2009;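 active = inhibition above the mean of all tested compounds plus 3 SD, set per screening campaign, cut at about 24% in these data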;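 note: plate controls were DMSO alone for no effect and ferristatin control at 100 nM for full effect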
GLD-1 RNA inh: GLD-1/TGE RNA complex disruptors, primary screen, biochemical, fluorescence polarization; Female germline-specific tumor suppressor gld-1 (Caenorhabditis elegans), Q17339; purified GLD-1 + fluorescein TGE RNA; inhibition, % at 5.96 µM; actives 0.44% (n = 320,000); AID 2280, 2010;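 active = percent inhibition above a per-plate cutoff, the plate mean of test compounds plus 3 SD, cut at about 30% in these data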;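 note: 0% = DMSO wells with GLD-1 and probe and 100% = wells lacking GLD-1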
Target sequence (Q17339 whole entry, looked up): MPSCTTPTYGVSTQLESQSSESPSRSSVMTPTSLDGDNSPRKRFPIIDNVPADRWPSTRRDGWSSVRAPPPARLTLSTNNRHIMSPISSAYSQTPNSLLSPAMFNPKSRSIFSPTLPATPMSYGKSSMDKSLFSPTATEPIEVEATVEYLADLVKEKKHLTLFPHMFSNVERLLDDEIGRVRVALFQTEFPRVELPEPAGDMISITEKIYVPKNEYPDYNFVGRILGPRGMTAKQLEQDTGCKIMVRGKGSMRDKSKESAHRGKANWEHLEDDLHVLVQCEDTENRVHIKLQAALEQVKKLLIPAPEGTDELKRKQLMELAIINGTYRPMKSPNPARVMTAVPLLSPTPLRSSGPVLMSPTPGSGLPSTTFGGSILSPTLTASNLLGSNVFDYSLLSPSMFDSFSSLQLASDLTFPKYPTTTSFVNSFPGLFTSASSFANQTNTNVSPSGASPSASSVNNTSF
Fam108B inh: mouse Fam108B serine hydrolase inhibitors, primary screen, counter-screen for RBBP9 inhibitor project, biochemical, fluorescence polarization; recombinant Fam108B, FP-Rh probe fluorescence polarization; inhibition, % at 9.51 µM; actives 0.33% (n = 300,000); AID 1947, 2009;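 active = inhibition above the screen mean inhibition plus 3 SD, computed separately per campaign, cut at about 18% in these data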;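 note: inhibitors lower polarization as less probe binds the enzyme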
Bcl-xL primary: inhibitors of human Bcl-xL, primary screen, biochemical, fluorescence polarization, HTS; GST-Bcl-xL / FITC-Bim BH3 peptide fluorescence polarization; actives 0.7% (n = 320,000); inhibition, % at 10.9 µM; Bcl-2-like protein 1 (Homo sapiens), Q07817; AID 2129, 2009;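 active = inhibition above the mean of all tested compounds plus 3 SD, cutoff set per campaign, cut at about 30% in these data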;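 note: 0% = DMSO wells and 100% = unlabeled Bim-BH3 peptide competitor; inhibitors lower millipolarization by displacing the labeled peptide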
Target sequence (Q07817 whole entry, looked up): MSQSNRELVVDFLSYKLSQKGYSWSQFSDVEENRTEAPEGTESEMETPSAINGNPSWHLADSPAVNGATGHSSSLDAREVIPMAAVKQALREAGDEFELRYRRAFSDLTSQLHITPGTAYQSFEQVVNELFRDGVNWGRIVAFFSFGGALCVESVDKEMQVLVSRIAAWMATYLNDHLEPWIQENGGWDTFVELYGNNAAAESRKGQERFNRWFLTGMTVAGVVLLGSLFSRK
PME-1 primary: PME-1 inhibitors via competitive probe labeling, primary screen, biochemical, fluorescence polarization, FP-Rh probe, HTS | Protein phosphatase methylesterase 1 (Homo sapiens), Q9Y570 | actives 0.53% (n = 320,000) | inhibition, % at 5.9 µM | recombinant PME-1;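 active = inhibition above the campaign mean of all compounds plus 3 SD, cut at about 26% in these data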;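 note: competitive labeling of PME-1 active site by serine hydrolase directed probe; 0% = PME-1 with DMSO and 100% = wells lacking PME-1 enzyme; inhibitors block probe labeling so polarization falls and inhibition rises; many of its hits are not listed in these tables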
MCL1 BIM primary: inhibitors of MCL1 binding to BIM-BH3, primary screen, biochemical, fluorescence polarization; Induced myeloid leukemia cell differentiation protein Mcl-1 (Homo sapiens), Q07820; GST-MCL1 / FITC-Bim-BH3 fluorescence polarization; inhibition, % at 10.9 µM; actives 0.68% (n = 320,000);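 active = inhibition above the mean inhibition of all tested compounds plus 3 SD, set per campaign, cut at about 40% in these data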;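 note: 0% = DMSO wells and 100% = unlabeled Bim-BH3 peptide control; higher means more loss of mP so more displacement of Bim peptide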
Target sequence (Q07820 whole entry, looked up): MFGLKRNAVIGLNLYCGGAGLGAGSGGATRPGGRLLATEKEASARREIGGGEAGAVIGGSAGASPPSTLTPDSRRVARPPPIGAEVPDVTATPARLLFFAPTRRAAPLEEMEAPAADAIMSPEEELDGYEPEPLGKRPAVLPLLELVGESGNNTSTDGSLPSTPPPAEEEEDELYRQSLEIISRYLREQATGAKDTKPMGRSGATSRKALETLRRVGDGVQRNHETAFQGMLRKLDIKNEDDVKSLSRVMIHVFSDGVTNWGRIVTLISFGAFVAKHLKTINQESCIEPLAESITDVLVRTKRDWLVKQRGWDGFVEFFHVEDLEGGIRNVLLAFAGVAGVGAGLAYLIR
MEX-5 binding: MEX-5 zinc finger RNA-binding disruptors – biochemical, C. elegans, fluorescence polarization, MLPCN library, primary screen; Zinc finger protein mex-5 (Caenorhabditis elegans), Q9XUB2; activity score (negative = inhibition of binding), % at 10 µM; AID 1832, 2009; actives 0.38% (n = 300,000); MEX-5/FITC-TCR2 RNA binding; stronger effect = lower value;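 active = inhibition past about -25% in most replicates, and total fluorescence under double the plate's negative control median, limit read from the data; inconclusive = replicates evenly split on the limit, or fluorescence at least double controls; inactive = too little inhibition in most replicates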;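 note: 0% = DMSO and -100% = 5 µM competing unlabeled TCR2 RNA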
GSTO1 inh: inhibitors of recombinant GSTO1, primary screen, counter-screen for RBBP9 inhibitor project, biochemical, fluorescence polarization | Glutathione S-transferase omega-1 (Homo sapiens), P78417 | activity-based probe fluorescence polarization | inhibition, % at 5.96 µM | actives 1.1% (n = 300,000);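 active = inhibition above the campaign mean inhibition plus 3 SD, cut at about 35% in these data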;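 note: 0% = GSTO1-1 with DMSO and 100% = wells lacking GSTO1-1 enzyme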
PAD4 FP inh: human PAD4 inhibitors, primary screen, biochemical, fluorescence polarization, 1536-well format; Protein-arginine deiminase type-4 (Homo sapiens), Q9UM07; recombinant PAD4, RCA probe fluorescence polarization; inhibition, % at 6.36 µM; actives 0.41% (n = 330,000); AID 485272, 2010;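 active = percent inhibition above a cutoff equal to the mean of all tested compounds plus 3 SD, cut at about 15% in these data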;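 note: 0% = PAD4 with RCA probe and DMSO and 100% = probe without PAD4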
The depositor's hits bear a star; ? = inconclusive; · = not tested or not shown. These rows are one share of the data; the hit share may differ from the screen's.

canonical_smiles,GSTO1 inh,GLD-1 RNA inh,PAD4 FP inh,Bcl-xL primary,MCL1 BIM primary,Fam108B inh,TPT1 inh,MEX-5 binding,PME-1 primary
CC1(C)CC(=O)C(C(=S)Nc2ccccc2)=C(NCCN2CCOCC2)C1,0,1,3,2,8,0,0,-0.6,2
Oc1c(C(c2ccco2)N2CCN(C(c3ccccc3)c3ccccc3)CC2)sc2ncnn12 (configuration not stated),-1,7,-4,7,2,-1,5,5.5,-7
CN=c1scc(-c2ccc(OC)cc2)n1/N=C(\C)c1cccnc1,-3,-1,0,2,7,2,3,0.8,4
C#CCOc1c(Br)cc(/C=N\NC(=O)CN2CCOCC2)cc1OCC,13,3,1,10,12,-4,3,2.7,-2
CCCN(C(=O)CSCc1ccc(Cl)cc1)c1c(N)n(Cc2ccccc2)c(=O)[nH]c1=O,-1,9,-3,3,7,-1,-2,0.3,7
O=CN1N=C(c2ccccc2)CC1c1ccc(Cl)cc1 (configuration not stated),-6,1,-4,0,3,6,-2,-0.3,3
C/C(=N\NC(=O)CCC(=O)N/N=C(\C)c1ccc(C)o1)c1ccc(C)o1,5,3,1,-5,-3,0,-3,-2.1,0
COc1ccc(OC)c(NC(=S)N2CCN(C/C=C/c3ccccc3)CC2)c1,-1,-8,1,2,9,0,2,-1.5,-14
Cc1ccc(NC(=O)c2cccc(N3C(=O)C4C5CCC(C5)C4C3=O)c2)c(C)c1 (configuration not stated),1,-5,-1,3,-1,-2,-2,-0.7,11
c1ccc(SCCN2CCc3ccccc3C2)cc1,2,-1,-6,6,15,-3,0,-3.5,8
O=C(CSc1ncnc2c1oc1ccccc12)N1CCCc2ccccc21,-8,-4,-7,3,-2,0,0,0.2,10
COC(=O)c1ccc(NC(=S)NCCc2ccccc2)cc1,-7,3,1,7,9,-3,3,-2.0,-3
Cc1nc2c(C)cccc2cc1C(=O)N/N=C/c1cccnc1,-4,-6,-6,1,0,0,3,-4.7,0
Cn1cnc([N+](=O)[O-])c1Sc1nc2ccccc2[nH]1,-1,-2,2,-4,2,-2,1,·,-1
FC(F)(F)c1cc(Cl)c2nnc(-c3ccccn3)n2c1,7,8,0,-1,-4,1,0,0.3,-4
CCN(CC)S(=O)(=O)c1cc(NC(=O)Cc2ccsc2)ccc1C,-2,6,-1,-5,-17,-1,0,-0.5,-2
COc1ccc(CNc2nc3ccccc3n2CCN2CCCCC2)cc1,-4,-1,0,1,-4,8,-3,0.6,0
CSCC[C@H](NC(=O)[C@@H]1Cc2ccccc2CN1)C(=O)NC[C@H]1CC[C@H](C(=O)O)CC1,2,6,-2,9,11,1,-3,-0.7,1
CCOc1ccc(N2CC(C(=O)N3CCc4ccccc4C3)CC2=O)cc1 (configuration not stated),2,-5,-6,6,-1,-3,0,-0.8,-1
CC(C)NC(=O)CSc1nc(N)c(-c2ccccc2)c(=O)[nH]1,5,-3,3,0,-3,0,-7,-0.3,0
O=C(Nc1cccc(C(F)(F)F)c1)C(Sc1n[nH]c(=O)[nH]c1=O)c1ccccc1 (configuration not stated),27,-2,-6,7,5,1,-1,1.2,-13
CC(CC(=O)Nc1ccccc1C(F)(F)F)c1ccccc1 (configuration not stated),0,0,-4,-3,-8,6,1,2.1,2
COC(=O)CNC(=O)Cn1c(=O)n(Cc2ccc(F)cc2)c(=O)c2sccc21,4,5,-1,0,-5,-1,0,1.0,-2
CC(C)CC(=O)Nc1ccccc1Oc1ccccc1,-1,-5,-3,-2,0,-1,-1,-0.7,0
Cc1cc(C)n2nc(SCc3ccccc3F)nc2n1,-4,-2,-5,-1,-1,-1,-1,1.7,2
Cc1ccc(C2CC(c3ccco3)=NN2S(C)(=O)=O)cc1 (configuration not stated),0,5,-7,-4,3,3,5,2.6,4
Cc1ccc(NC(=O)/C(C#N)=C(\N)C(Cl)(Cl)Cl)nc1,47*,43*,10,72*,70*,21*,-46,?,0
COc1cccc(CNCCO)c1OCc1ccc(Cl)cc1,9,-1,2,-11,-3,2,0,1.3,1
CC(CCCC(C)(C)O)NC(=O)c1ccc(OC2CCN(C(=O)C3CC3)CC2)cc1 (configuration not stated),3,-3,-4,-1,-3,-3,10,1.6,-2
CN(C)CCCN(CCCN(C)C)C(=S)Nc1ccc(S(=O)(=O)N2CCOCC2)cc1,-5,1,-4,2,5,6,4,0.9,7
CC(=O)Nc1ccc(N=Cc2nc(-c3ccc(C)cc3)oc2O)cc1,18,31*,0,89*,90*,2,-53,-31*,-16
CCOC(=O)C1=C(N)OC2=C(C(=O)CCC2)C1c1ccc2c(c1)OCO2 (configuration not stated),5,6,1,5,4,-1,-2,0.1,1
COc1cccc(C(=O)/C=C2\NCCc3cc(OC)c(OC)cc32)c1,-6,-1,-14,2,-5,3,7,3.2,-3
CCOc1ccc(NC(=S)Nc2ccc(OC)cc2)cc1,3,0,-1,1,7,0,0,0.2,8
C=CCn1c(COc2cccc(C)c2)nnc1SC(C)C(=O)NC1CC1 (configuration not stated),·,-6,-3,-4,-3,·,·,·,-3
CC1C/C(=N/Nc2nc3ccccc3[nH]2)CC(C)(C)C1 (configuration not stated),0,1,1,-1,5,0,0,-0.7,-18
O=C(O)CC/C(=C\c1ccc(N2CCCC2)c([N+](=O)[O-])c1)c1nc2ccccc2s1,-12,4,-2,8,5,-2,1,1.1,40*
O=C(Nc1cccc([N+](=O)[O-])c1)c1ccc2nc(N3C(=O)CCC3=O)sc2c1,-19,1,-1,-16,-18,-4,-3,1.5,-13
COc1ccc(C2=NC(=O)/C(=C\c3cc(OC)c(OC)c(OC)c3)O2)cc1,9,0,0,2,-3,4,2,·,-8
CCC(CC)c1nnc(NC(=O)CSCC(=O)Nc2cc(C)on2)s1,13,5,3,3,4,-1,6,0.7,2
O=S(=O)(c1ccccc1Cl)N1CCC(Cc2ccccc2)CC1,1,-1,-1,1,1,-5,-1,-4.5,-4
COc1ccccc1CCc1nnc(CCC(=O)N(C)Cc2cccc3ncccc23)o1,2,-9,-4,1,-2,-2,1,0.4,1
Nc1nc(=S)c2[nH]cnc2[nH]1,6,6,-2,7,3,-8,0,·,-4
NNC(=O)c1[nH]c2ccc([N+](=O)[O-])cc2c1-c1ccccc1,-2,-6,-5,5,7,-2,0,0.2,-9
Cn1c(=O)c2cc(S(=O)(=O)N3CCC(c4ccccc4)CC3)ccc2n(C)c1=O,3,-4,3,7,4,-7,-1,-1.5,-3
O=[N+]([O-])c1ccccc1Nc1c2ccccc2nc2ccccc12,4,2,-2,4,5,3,2,2.1,-2
COc1ccccc1NC(=O)c1ccc(NC2=NC3CS(=O)(=O)CC3S2)cc1 (configuration not stated),-4,-2,-2,-3,2,3,-2,0.4,6
CC1(C)CC(=O)C2=C(C1)NC1=C(C(=O)c3ccccc31)C2c1cc([N+](=O)[O-])ccc1O (configuration not stated),11,5,-1,5,5,21*,1,0.7,15
O=C(COc1ccc(S(=O)(=O)N2CCOCC2)cc1)NCCCn1ccnc1,-3,-6,-1,-2,-1,0,-4,0.9,-5
O=C(c1cccc2ccccc12)C1CCCN(C(=O)c2ccc(N3CCOCC3)cc2)C1 (configuration not stated),-2,0,-3,2,-5,3,-5,-1.3,-3
NC(=O)c1ccc(-c2noc(-c3cccc(Cl)c3)n2)cc1,·,-1,-2,-4,1,·,·,·,-11
CC(=O)Nc1ccc2nc(NC(=O)c3ccc([N+](=O)[O-])s3)sc2c1,29,4,-4,2,18,10,1,-0.4,-3
O=[N+]([O-])c1ccc(C2CCCC/C2=N\OCc2cccc(F)c2)c([N+](=O)[O-])c1 (configuration not stated),-8,3,5,1,-3,1,1,-0.8,5
COc1cc(CN2CCCC(C)C2)cc([N+](=O)[O-])c1O (configuration not stated),-9,7,-5,3,-2,-2,0,0.4,-2
CCOCc1c(C(=O)Nc2cc(OCC)c(N3CCOCC3)cc2OCC)oc2ccccc12,1,-3,-4,6,-3,4,-7,1.6,4
Cc1cc(C)n(-c2ccccc2[N+](=O)[O-])n1,-5,5,-5,5,-1,0,-5,0.3,0
Fc1ccc(CO/N=C/C2=C(Cl)c3ccccc3CC2)cc1,6,-2,-2,2,-9,0,-2,0.4,1
O=C1Nc2cc(Cl)cnc2N2CCCC12 (configuration not stated),4,10,-2,36*,43*,-1,-16,-37*,5
Cc1ccc2c(c1)c1c(n2CC(O)CNC2CCCC2)CCCC1 (configuration not stated),8,-2,-1,5,-5,-4,-5,-2.8,4
CCOC(=O)c1nnn2c1nc(N1CCN(c3ccccc3)CC1)c1ccccc12,7,5,-3,-1,1,1,-2,1.6,-3

Going on with the list:
canonical_smiles,GSTO1 inh,GLD-1 RNA inh,PAD4 FP inh,Bcl-xL primary,MCL1 BIM primary,Fam108B inh,TPT1 inh,MEX-5 binding,PME-1 primary
COc1ccc(N(CC(=O)NC2CCCCC2)S(=O)(=O)c2cccnc2)cc1,2,1,3,5,4,3,-6,-0.6,1
CSc1cccc(NC(=S)NCCCN2CCN(c3ccc(F)cc3)CC2)c1,-9,-2,-5,4,1,4,4,0.4,-5
Cc1nn(C)cc1CNCc1c(C(=O)N2CCCCC2)nc2c(C)cccn12,2,-2,4,-1,-5,0,2,0.2,-1
CCC(=O)Nc1cccc(-c2ccc(N3CCC(C)CC3)nn2)c1,-3,3,-4,4,-3,-2,1,-0.2,-6
O=C(c1cccs1)n1nc(-c2ccccc2)nc1NCc1ccco1,-5,0,-2,4,7,-4,-3,0.2,-7
Cc1ccc(NC(=O)c2cnccn2)c(Br)c1,-2,4,3,-1,-2,-2,6,1.0,0
O=C(CN1CCN(S(=O)(=O)c2ccc(Cl)cc2)CC1)Nc1ccc2c(c1)OCCO2,1,2,-2,6,5,7,-8,1.0,6
Cc1ccc2c(c1)C1CN(C)CCC1N2S(=O)(=O)c1cc(C(F)(F)F)ccc1Cl (configuration not stated),·,4,5,4,3,·,·,·,5
CN(CC(=O)Nc1cccc(F)c1)C(=O)CSc1nc2ccccc2s1,11,1,2,2,2,2,1,-5.6,4
O=C(NC(O)C(=O)c1ccccc1)c1ccccn1 (configuration not stated),-1,-10,0,1,4,8,-2,4.5,-5
O=C(NCC(=O)N1CCN(c2ccccc2O)CC1)c1ccc2c(c1)OCO2,0,7,-6,9,11,3,0,1.0,2
CC(=O)C1=C(O)C(=O)N(CCCCCC(=O)O)C1c1ccc(N(C)C)cc1 (configuration not stated),-6,-1,-17,0,5,-3,5,-1.3,-5

Bioassay records as filed in PubChem BioAssay.
